Source: PubChem (Small Molecule Screening Facility, UW Madison)
PriA SSB inh = K. pneumoniae PriA-SSBct interaction inhibition. AlphaScreen SSBct-PriA binding, biotinylated peptide. inhibition, % at 33 µM. 0.6% of 430,000 active; in the data active = inhibition mostly above about 37%, no sharp cut-off; inactive = mostly below about 20%;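 note: plate controls were negative control peptide for no effect and reference peptide for full effect; strong numbers were not always called active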
Active calls of the source: *; & = joins results of further samples.

SMILES	PriA SSB inh
O=C(CCS(=O)(=O)c1ccccc1)NCC#CCOc1cccc(C(F)(F)F)c1	-17
CCOC(=O)c1c(N=Nc2c(O)[nH]c(=O)[nH]c2=O)sc(C(=O)OC)c1C	1
COc1cccc2cc(C(=O)NCC3(O)CCOc4ccccc43)oc12 (stereo unspecified)	26
CC(=O)Oc1cc2c(C(=O)N3CCN(c4ccc(F)cc4)CC3)c(C)oc2c2ccccc12	-5
CC(C)c1ccc(NC(=O)C(=O)NCC2CCN(Cc3ccco3)CC2)cc1	-11&10
CCOC(=O)c1ccc(CC2S/C(=C(/C#N)C(C)=O)NC2=O)cc1 (stereo unspecified)	0
Cc1ccc(S(=O)(=O)N(C)Cc2ccc(C(=O)NN=C3CCCC(=O)C3)cc2)cc1	12
COc1ccc(C(=O)C=CNc2ccc([N+](=O)[O-])cc2C)c(OC)c1	-7
Cc1cccc(Cc2cnc(NC(=O)CCCN3C(=O)/C(=C\c4ccco4)SC3=S)s2)c1	4
CCOc1ncc(NS(=O)(=O)c2ccc(C)cc2C)c(N(C)C)n1	23
O=C(Cc1ccccc1)NCC(=O)NN=Cc1ccc(C(=O)O)cc1	-5
CCOC(=O)c1c(-c2ccc(Cl)cc2)csc1NC(=O)CN1CCOCC1	-5
CCC(=NNC(=O)c1csc(C)c1C)c1cccs1	-21
N#Cc1nccnc1OC1CCC(NS(=O)(=O)/C=C/c2ccccc2)CC1 (stereo unspecified)	-14
O=C(c1ccc2nc[nH]c2c1)N1CC(S(=O)(=O)c2ccc(Cl)cc2)C1	-16
CC(NC(=O)C(C)(C)C)C(c1cccs1)N1CCN(c2ccccc2F)CC1 (stereo unspecified)	2
CC1(C)COc2ccc(NC(=O)c3ccc(F)c(F)c3)cc2NC1=O	18
COc1ccc(NC(=O)C(=O)NN=Cc2cccnc2)c(OC)c1	-13
CN1C(=O)C(C)(C)COc2ccc(NS(=O)(=O)c3cccs3)cc21	-15
COc1ccccc1OCC(=O)NCCOc1cc(N2CCOCC2)ncn1	-3&-1
Cn1ncc(Cl)c1C(=O)NN=Cc1cccc(OC2CSC2)c1	-13
COc1ccccc1N1CCN(N=Cc2cc(OC)c(O)c(OC)c2)CC1	15
COc1ccc(C=NNC(=O)c2c(C)nnn2-c2nonc2N)cc1OC	-4
O=C(c1ccc(Cl)cc1)N1CCCCC(Sc2ncnc3sccc23)C1=O (stereo unspecified)	-9
O=S(=O)(c1cccnc1)N1CCN(c2ccc(-c3ccc(Cl)cc3)nn2)CC1	-13&-5
Nc1nc2ccc(SC(F)F)cc2s1	-4
CCCOc1ccc(-c2csc(NC(=O)c3ccc(OC)c(OC)c3)n2)cc1	6
O=C(Cc1ccccc1)NN=Cc1cc2c(cc1Cl)OCO2	-8
COc1cc(C=NNC(=O)c2ccncc2)ccc1OC(=O)c1cccc(Br)c1	2
Cc1ccc2c(c1)sc(=NC(=O)CN1C(=O)c3ccccc3C1=O)n2C	-3
COc1cc(C=NN=C(N)N)ccc1OCc1ccc(Cl)cc1	6
CCc1cccc(C)c1NC(=O)CSc1nc2ccsc2c(=O)n1-c1ccc(C)c(C)c1	-1
O=C(O)CN1CCCCCC1	-15
O=c1c(-c2ccc(Cl)cc2)c(C(F)(F)F)oc2c3c(ccc12)OCN(Cc1cccnc1)C3	7
CCOC(=O)C1CCN(C(=O)CCCSc2ccc(NC(C)=O)nn2)CC1	-36&2
COc1ccc(S(=O)(=O)n2cnc3ccccc32)cc1[N+](=O)[O-]	9
O=C(Cc1noc2ccccc12)NCC#CCN1CCOCC1	-17
N[C@@H](CCCC(=O)O)C(=O)O	-8
CN(C)C(CNS(=O)(=O)c1cccs1)c1ccco1 (stereo unspecified)	-9
COC(=O)c1ccc(NC(=O)c2cc(-c3ccco3)nc3c2c(C)nn3C2CCS(=O)(=O)C2)cc1 (stereo unspecified)	7
O=S(=O)(c1ccc2ccccc2c1)N1CCC(Oc2ccccn2)CC1	-11
Cc1ccccc1NCC(=O)NN=Cc1ccc([N+](=O)[O-])cc1	4
O=C(c1nc(-c2cnccn2)no1)N1CCC(Cc2ccccc2)CC1	-19
O=C(NC(CO)CCO)c1ccccc1 (stereo unspecified)	7
O=C(Cc1ccc(Cl)cc1)NC1CC(=O)N(c2ccccc2)C1 (stereo unspecified)	-8
COc1ccc(NC(=O)N2CCN(c3ccc(Nc4cccnc4)nn3)CC2)cc1OC	5
CCOC(=O)c1cc([N+](=O)[O-])sc1NC(=O)/C=C/c1ccc2c(c1)OCO2	-1
CSc1ccc(NC(=O)c2ccccc2F)nn1	2
Cc1cc(C(=O)CCl)c(C)n1-c1ccc(F)c(Cl)c1	-12
C/C=C\C(=O)NCCn1ncc2c(=O)n(Cc3cccc(C)c3)cnc21	0
O=[N+]([O-])c1cc(C=NO)ccc1SCc1ccccc1Cl	0
Cc1nc2ccccc2c(=O)n1-c1cccc(NC(=O)c2cc3ccccc3oc2=O)c1	1
Cc1nnc(C2CCCN(S(=O)(=O)c3ccc(F)cc3)C2)s1 (stereo unspecified)	-11
COC(=O)c1c(NC(=O)CC2S/C(=N\N=C/c3ccc([N+](=O)[O-])cc3)NC2=O)sc2c1CCCC2 (stereo unspecified)	-1
CCn1ccc(C(=O)N=c2sc3cc(C)c(C)cc3n2CCOC)n1	-9
CC(=NNC(=O)Cc1ccc([N+](=O)[O-])cc1)c1cccnc1	-4
Cc1ccc(C=NNC(=O)c2ccc(OC3CCCC3)cc2)o1	-10
Cc1ccc(S(=O)(=O)Oc2cccc(C=Nn3cnnc3)c2)cc1	-8
CC(C)OC(=O)C(=O)Nc1ccccc1	-2
CCOc1ccc(CC(=O)Oc2cc(C)[nH]c(=O)c2[N+](=O)[O-])cc1	-2

No new results follow: an excerpt of the list.
SMILES	PriA SSB inh
COC(=O)c1c(NC(=O)CC2S/C(=N\N=C/c3ccc([N+](=O)[O-])cc3)NC2=O)sc2c1CCCC2 (stereo unspecified)	-1
CCn1ccc(C(=O)N=c2sc3cc(C)c(C)cc3n2CCOC)n1	-9
CC(=NNC(=O)Cc1ccc([N+](=O)[O-])cc1)c1cccnc1	-4
Cc1ccc(C=NNC(=O)c2ccc(OC3CCCC3)cc2)o1	-10

More compounds:
SMILES	PriA SSB inh
COc1cccc2cc(C(=O)NCC[C@H](O)c3cccs3)oc12	-15
C=CCN1C(=O)C(CC(=O)Nc2ccc(Cl)cc2)SC1=Nc1nccs1 (stereo unspecified)	7
CCOc1ccc(C2C(=C(O)c3ccc4c(c3)OCCO4)C(=O)C(=O)N2CCN2CCOCC2)cc1OCC (stereo unspecified)	4
COc1ccccc1NC(=O)C(=O)NCCC(C)C	4
Cc1ccccc1-n1c(CC2CCN(C(=O)CN3CCOC3=O)CC2)n[nH]c1=O	1
COc1ccc(N2CCN(CC(O)COc3ccc(C45CC6CC(CC(C6)C4)C5)cc3)CC2)cc1 (stereo unspecified)	5
Fc1ccc(Nc2nc(NCCCn3ccnc3)nc3nc[nH]c23)cc1	29*
CCOc1ccc(S(=O)(=O)NC[C@H]2CCCN2c2ccccc2)cc1F	22
CCOC(=O)c1ccccc1NC(=O)Cn1cnc2nc(N3CCC[C@H](C(=O)NC)C3)sc2c1=O	-6
Cc1ccc(-n2cc(-c3ccc([N+](=O)[O-])cc3)nc2SCC(=O)c2ccccc2)c(C)c1	3
CSc1cccc(NC(=O)Cn2cnc3c(-c4ccc(F)cc4)cn(C)c3c2=O)c1	11
CSCCn1c(=NC(=O)C2=COCCO2)sc2cc(C)c(C)cc21	8
O=C(c1ccccc1C(F)(F)F)N1CCN(CCn2ccnc2)CC1	3
COc1cccc(OCC(=O)Nc2ccc(OC)c(N3CCCCC3=O)c2)c1	-7
Cc1ccc2c(c1)NC(SCC(=O)N[C@@H](C)CCc1ccccc1)=NS2(=O)=O	-9

Some of the entries above in a different format:
mol: COc1cccc2cc(C(=O)NCC[C@H](O)c3cccs3)oc12
  PriA SSB inh = -15
mol: Fc1ccc(Nc2nc(NCCCn3ccnc3)nc3nc[nH]c23)cc1
  PriA SSB inh = 29*
mol: CCOc1ccc(C2C(=C(O)c3ccc4c(c3)OCCO4)C(=O)C(=O)N2CCN2CCOCC2)cc1OCC (stereo unspecified)
  PriA SSB inh = 4
mol: CSc1cccc(NC(=O)Cn2cnc3c(-c4ccc(F)cc4)cn(C)c3c2=O)c1
  PriA SSB inh = 11

Continuation:
SMILES	PriA SSB inh
COc1ccc(Cl)cc1S(=O)(=O)Nc1ccc2c(c1)OCC(C)(C)C(=O)N2	-8
N#Cc1nccnc1OC1CCC(NC(=O)c2ccc(Br)o2)CC1 (stereo unspecified)	-13
CC(=NNC(=S)NC1CCCCC1)c1ccccc1	1
COc1ccc(Nc2c(C(=O)N3CCOCC3)cnc3ccccc23)cc1Cl	-4&-2
COc1cc(C2C(=C(O)c3ccc(F)cc3)C(=O)C(=O)N2CCCC(=O)O)ccc1O (stereo unspecified)	-16
CC(O)(CNS(=O)(=O)Cc1cc(F)ccc1F)c1ccco1 (stereo unspecified)	8
O=C(CN1CCN(C(=O)c2c(F)cccc2Cl)CC1)c1ccco1	-16
O=C(CCc1cccc(Cl)c1)NCCc1ccoc1	-4
CCC(=O)Nc1nc2c(C)cccc2s1	-7
COC(=O)c1ccccc1NC(=O)c1cc2ccccc2cc1OC	4
CCN(CC)C(=O)Cn1cc(C(=O)C(=O)Nc2ccccc2SC)c2ccccc21	1
COc1cc(NC(=O)C2Nc3cc(F)ccc3S(=O)(=O)N2)cc(OC)c1OC (stereo unspecified)	-3
COC(=O)c1ccc(Nc2c(C#N)cnc3ccc(C)cc23)cc1	-4
CCCCn1c(NC(=O)c2ccccc2)c(S(=O)(=O)c2ccc(C)cc2)c2nc3ccccc3nc21	54*
CCOC(=O)c1cnc2cc(C(F)(F)F)ccc2c1N1CCC(C(=O)OC)CC1	-3
O=S(=O)(c1ccc(Cl)s1)N1CCN(Cc2nc(-c3ccccc3)cs2)CC1	9
COc1ccc2c(c1)CCN(C(=O)C1CN(C(C)=O)C1)C2	-17
COCC(=O)Nc1cc(-c2cccs2)nn1-c1nc(C)c(C)c(=O)[nH]1	-4
Cc1c(Cl)cccc1NC(=O)C[C@H](NCCCN(C)C)C(=O)O	-26
O=C(Nc1cccc(-c2ccc3nncn3n2)c1)c1cccc(Br)c1	-13&-3
COC(=O)CSc1nnc(C)c2cnn(-c3ccc(C)c(C)c3)c12	0
CC(C)S(=O)(=O)c1ccc(CC(=O)N(Cc2ccco2)C2CCOCC2)cc1	-10
CCOc1ccc2c(c1)n(CN1CCCCC1)c(=S)n2CN1CCCCC1	-19
C=C(C)Cn1c(C)nc2ccccc21	-4
O=C(NCc1ccccc1Cl)c1nnc(-c2ccccc2)o1	-16
O=c1ccc(-c2ccc3c(c2)OCO3)nn1Cc1nc(-c2ccc(F)cc2)no1	-16
COc1cc(C=NN=C2SCC(=O)N2c2ccc(O)cc2)ccc1O	6
CSc1nc(C=C2C=Nc3ccccc32)c(O)n1C	4
CN(C)c1ccc(CCNC(=O)C(=O)NCc2ccccc2)cc1	2
CCc1ccc(C=NNC(=S)NCCc2ccccc2)cc1	-21
C[C@H]1CCc2c(sc(NC(=O)c3ccc4ncsc4c3)c2C(N)=O)C1	-24
COC(=O)c1ccc(NC(=O)Cc2csc(Nc3ccccc3)n2)cc1	-34&-13
COc1ccc(C)cc1NC(=O)CS(=O)(=O)c1ccc(Cl)s1	-20&-8
CC(C)CS(=O)(=O)C1CN(C(=O)C2CCN(S(C)(=O)=O)CC2)C1	-8
COc1ccc(Cl)cc1NC(=O)N1CCCC(c2nnc(Cc3ccc(F)cc3)o2)C1 (stereo unspecified)	2
O=C(NCCc1ccsc1)NC1CCCCCC1	-24
Cc1cc(OC2CN(C(=O)c3ccccc3Br)C2)cc(=O)o1	8
CCOc1ccc(C)cc1S(=O)(=O)Nc1ccc2c(c1)N(C(=O)C(C)(C)C)CC2	9
CC1Oc2ccccc2OC1C(=O)Nc1cc(-n2cncn2)ncn1 (stereo unspecified)	-4
Cc1ccc(-c2cc3c(=O)n(Cc4ccccc4)ccn3n2)cc1	-11
CC(C)=NNC(N)=NC(=S)Nc1ccc(C)cc1	-1
COCCN1CCC(CNS(=O)(=O)c2ccc(F)c(Cl)c2)CC1	-18
CC(C)Oc1cc(CN)ccn1	-11
CCCc1nnc(NC(=O)CSc2ccc(NC(=O)c3ccco3)nn2)s1	-23
O=C(COc1ccc(Cl)cc1Cl)Nc1ccc2c(c1)CCC(=O)N2	-3&4

In the list so far, these contain a tert-butyl group.
SMILES	PriA SSB inh
CC(NC(=O)C(C)(C)C)C(c1cccs1)N1CCN(c2ccccc2F)CC1 (stereo unspecified)	2
CCOc1ccc(C)cc1S(=O)(=O)Nc1ccc2c(c1)N(C(=O)C(C)(C)C)CC2	9

Three entries from above, as labelled records:
> CCOc1ccc(C)cc1S(=O)(=O)Nc1ccc2c(c1)N(C(=O)C(C)(C)C)CC2
- PriA SSB inh = 9
> CC1Oc2ccccc2OC1C(=O)Nc1cc(-n2cncn2)ncn1 (stereo unspecified)
- PriA SSB inh = -4
> Cc1ccc(-c2cc3c(=O)n(Cc4ccccc4)ccn3n2)cc1
- PriA SSB inh = -11

(list continues)
SMILES	PriA SSB inh
CCCCCn1c(NS(=O)(=O)c2ccc(F)cc2)c(C(=O)OCC)c2nc3ccccc3nc21	55*
CS(=O)(=O)N1CCCc2ccc(NC(=O)c3ccco3)cc21	-15
Cc1nc(NC(=O)C2COCC(=O)N2Cc2ccccc2)sc1C (stereo unspecified)	5
COc1ccc(-n2nnc(C(=O)OCc3cccc(F)c3)c2C)cc1Cl	-17
O=S(=O)(NCC[C@H](O)c1ccsc1)c1ccc(Cl)s1	-2
O=C(Nc1nc2c(s1)CCCC2)c1ccc(Cl)cc1	-21
COc1cccc2cc(C(=O)NCc3ccnc(-c4ccsc4)c3)oc12	-4

Not all compounds are listed; rates above refer to the full screens.
